Bioassay records: PubChem BioAssay, National Center for Advancing Translational Sciences (NCATS)
Tau fibril FP: qHTS for Inhibitors of Tau Fibril Formation, Fluorescence Polarization | K18 P301L tau heparin fibrillization, Alexa594 FP, 6 h | Microtubule-associated protein tau (Homo sapiens), P10636 | actives 0.39% (n = 280,000) | AID 1468, 2008 | Potency, µM (doses to about 57.7 µM), without a hit: at the highest dose activity, negative = inhibition, actives largely listed as inhibitors; further: nearly all actives have a fitted effect of over 55% in size
Target sequence (P10636 561-689 P618L limits assumed): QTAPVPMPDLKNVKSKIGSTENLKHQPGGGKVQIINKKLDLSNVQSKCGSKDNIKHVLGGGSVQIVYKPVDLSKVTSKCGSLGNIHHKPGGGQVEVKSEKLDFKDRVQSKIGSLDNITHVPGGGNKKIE
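Heparin (20 uM) drove fibril formation of recombinant tau K18 P301L, 15 uM unlabeled with 0.24 uM Alexa 594 label, for 6 hr at 37 C in 100 mM sodium acetate pH 7. Fluorescence polarization (555/632 nm) read 1 hr after 30 uM ThT.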
TexasRed fluor: Total Fluorescence Counterscreen for Inhibitors of the Interaction of Thyroid Hormone Receptor and Steroid Receptor Coregulator 2; TRb/SRC2 Texas Red total fluorescence interference; Potency, µM (highest dose often 106 µM), for the others: at the top dose fluorescence change, negative = quenching; actives 0.29% (n = 280,000); active means well fitted curve in either direction with a large enough effect; inconclusive means small, poorly fitted or top-dose-only effect
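Flags fluorescent or light-absorbing compounds by total fluorescence, S + 2P, at 555 nm excitation and 632 nm emission. Mixture: 20 nM Texas Red SRC2 peptide, 0.6 uM human TRb LBD, 1 uM T3, 5% DMSO; compound exposure 5 h at ambient temperature.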
aGal spleen mod: qHTS Assay for Inhibitors and Activators of Human alpha-Galactosidase From Spleen Homogenate; Potency, µM (series often up to 80 µM), inactives show top-dose activity change, negative = inhibition, actives largely listed as inhibitors; human spleen homogenate, 4MU-alpha-Gal fluorescence, 40 min; AID 2107, 2009; actives 0.008% (n = 240,000); Alpha-galactosidase A (Homo sapiens), P06280;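 further: 0% = enzyme with vehicle and -100% = no enzyme basal signal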
Target sequence (P06280 32-429 limits assumed): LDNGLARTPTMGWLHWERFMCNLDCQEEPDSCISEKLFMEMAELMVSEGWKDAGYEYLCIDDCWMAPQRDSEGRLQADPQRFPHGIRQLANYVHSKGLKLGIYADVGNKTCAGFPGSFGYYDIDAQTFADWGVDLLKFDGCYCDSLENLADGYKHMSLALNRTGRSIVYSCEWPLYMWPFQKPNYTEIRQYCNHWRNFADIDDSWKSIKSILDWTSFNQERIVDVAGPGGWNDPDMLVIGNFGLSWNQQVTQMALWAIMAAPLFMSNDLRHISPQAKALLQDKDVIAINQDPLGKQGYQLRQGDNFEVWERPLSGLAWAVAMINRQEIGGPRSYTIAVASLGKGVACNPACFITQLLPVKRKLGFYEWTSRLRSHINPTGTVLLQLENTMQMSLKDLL
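Inhibition or activation of alpha-galactosidase in human spleen homogenate is scored by 4-MU fluorescence after 40 min at 37C, pH 5.0, with 1 mM substrate. AC50s come from concentration-response fitted to the Hill equation.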
L3MBTL1 block: qHTS Assay for the Inhibitors of L3MBTL1; actives 0.66% (n = 230,000); Lethal(3)malignant brain tumor-like protein 1 (Homo sapiens), Q9Y468; AlphaScreen L3MBTL1–H3K9me1 peptide binding; Potency, µM (top dose mostly 57.1 µM), for inactives: at the highest dose activity, negative = inhibition, actives largely listed as inhibitors; further: nearly all actives have a fitted effect of over 60% in size
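L3MBTL1 50 nM + b-AHA-H3(1-15)K9me1 75 nM, 30 min RT; compound added, 30 min RT; streptavidin donor/Ni-chelate acceptor beads 10 ug/mL each final, 30 min RT dark; AlphaScreen read.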
Tau ThT inhib: qHTS for Inhibitors of Tau Fibril Formation, Thioflavin T Binding | Microtubule-associated protein tau (Homo sapiens), P10636 | recombinant tau K18 P301L, heparin-induced fibrillization, ThT fluorescence | Potency, µM (top dose mostly 57.4 µM), without a hit: top-dose activity, negative = inhibition, most hits filed as inhibitors | actives 2.1% (n = 270,000); further: nearly all actives have a fitted effect of over 55% in size
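ThT emission at 510 nm, taken 1 hr after adding 30 uM dye, quantifies aggregates formed when 20 uM heparin acts on human tau K18 P301L for 6 hr at 37 C.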
ALDH1A1 inh: qHTS Assay for Inhibitors of Aldehyde Dehydrogenase 1 (ALDH1A1); Aldehyde dehydrogenase 1A1 (Homo sapiens), P00352; Purified ALDH1A1, NADH fluorescence, propionaldehyde substrate; Potency, µM (highest dose often 75.3 µM), without a hit: at the highest dose activity, negative = inhibition, actives largely listed as inhibitors; actives 7.3% (n = 220,000); AID 1030, 2008; active means well fitted inhibition curve with a large enough effect, not every such curve was filed as active; inconclusive means small, poorly fitted or top-dose-only effect, or another doubt; inactive means no such curve, though single readings can be large or run the other way;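 further: plate controls were no enzyme wells and a reference inhibitor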
Target sequence (P00352 whole entry, looked up): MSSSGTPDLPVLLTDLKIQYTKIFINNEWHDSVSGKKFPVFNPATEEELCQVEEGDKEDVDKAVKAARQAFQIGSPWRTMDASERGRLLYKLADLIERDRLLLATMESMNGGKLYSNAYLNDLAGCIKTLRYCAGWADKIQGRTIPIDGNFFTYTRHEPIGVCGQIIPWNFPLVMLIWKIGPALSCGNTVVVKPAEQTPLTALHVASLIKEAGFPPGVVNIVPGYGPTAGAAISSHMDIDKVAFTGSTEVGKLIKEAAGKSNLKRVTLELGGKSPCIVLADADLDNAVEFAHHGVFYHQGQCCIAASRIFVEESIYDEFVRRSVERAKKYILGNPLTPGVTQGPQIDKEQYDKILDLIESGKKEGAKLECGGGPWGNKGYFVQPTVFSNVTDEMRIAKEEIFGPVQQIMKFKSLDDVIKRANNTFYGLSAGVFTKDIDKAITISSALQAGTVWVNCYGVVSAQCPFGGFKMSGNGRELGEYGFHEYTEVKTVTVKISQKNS
TRb-SRC2 inh: qHTS for Inhibitors of the Interaction of Thyroid Hormone Receptor and Steroid Receptor Coregulator 2. TRbeta-SRC2 peptide binding, fluorescence polarization; receptor liganded with 1 µM T3. AID 1469, 2008. Thyroid hormone receptor beta (Homo sapiens), P10828. actives 0.065% (n = 280,000). Potency, µM (titrated, usually from 106 µM), without a hit: top-dose activity change, negative = inhibition, hits mostly inhibitors;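 further: plate controls were bound peptide for no effect and peptide without receptor for full effect; nearly all actives have a fitted effect of over 50% in size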
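Read-out is fluorescence polarization (555 nm excitation, 632 nm emission) of a Texas Red SRC2 coactivator peptide; loss of signal reflects blocked binding to human TRb ligand-binding domain in the presence of 1 uM T3.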
Tau fluor counter: Counterscreen qHTS for Inhibitors of Tau Fibril Formation, Fluorescence Polarization | Potency, µM (doses to about 57.7 µM), for inactives: at the highest dose activity change, negative = decrease | tau K18 P301L (four-repeat tau fragment) Alexa594 fluorescence, heparin fibrillization | actives 0.93% (n = 280,000) | AID 1463, 2008; further: nearly all actives have a fitted effect of over 55% in size
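Human K18 P301L tau (15 uM unlabeled plus 0.24 uM Alexa 594-labeled, final) in 100 mM sodium acetate pH 7 was mixed with compound and 20 uM heparin and incubated 6 hr at 37 C.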
* hit, by the source's call; ? = inconclusive; . = no result given; & = joins results of further samples; [ ] = dose if it differs, or a comment. Unless noted, the call rests on the fitted dose curve; in most records, active means well fitted curve in the direction sought with a large enough effect; inconclusive means small, poorly fitted or top-dose-only effect, or another doubt; inactive means no such curve, though single readings can be large; an effect the other way counts as inactive or inconclusive. Unless noted, on the % scale 0 is the no-effect control and ±100 the full control effect; potency means the concentration at half of the fitted maximal effect.

The line under a structure holds: Tau fibril FP	TexasRed fluor	aGal spleen mod	L3MBTL1 block	Tau ThT inhib	ALDH1A1 inh	TRb-SRC2 inh	Tau fluor counter
> COCCCNC(=S)Nc1ccc2c(c1)OCCO2
 : 11%	-2%	-2%	9%	-7%	8%	-6%	-6%
> Nc1c(Cl)ncnc1N/N=C/c1ccncc1
 : 8%	-3%	11%	0%	-13%	.	6%	-8%
> CCOC(=O)C1=C(C)NC(SC)=C(C#N)C1CC(C)C (stereo unspecified)
 : 8%	-1%	6%	19%	-2%	.	4%	-17%
> COc1cc(C(=S)N2CCOCC2)ccc1OS(=O)(=O)c1ccccc1[N+](=O)[O-]
 : -2%	0%	-5%	0%	-2%	?	0%	-5%
> O=C(OCCN1C(=O)c2cccc3c(N4CCOCC4)ccc(c23)C1=O)c1ccc(Cl)cc1
 : 8%	3%	-10%	27%	?	5%	?	?
> C/C(=C(/CCO)SSC[C@@H]1CCCO1)N(C=O)Cc1cnc(C)nc1N
 : .	-6%[53 µM]	2%[29.1 µM]	.	.	1%[20.9 µM]	1%[53 µM]	.
> COc1ccccc1-c1cc(=O)c2cc(O)ccc2o1
 : -7%	-1%	-1%	.	-18%	17%	-2%	-15%
> Cc1ccc(Cn2nc(C)c(NC(=O)CSc3n[nH]c(C)c3[N+](=O)[O-])c2C)cc1
 : 14%	5%	11%	1%	?	3%	8%	-4%
> CCN(CC)c1ccc(SS(=O)(=O)O)cc1
 : ?	3%&-3%	2%&0%	?	?	13µM*	-29%&-6%	-24%&5%
> Cc1cccc(/C=N/NC(=O)c2ccc(Br)cc2)c1
 : -1%	-5%	-5%	5%	-17%	2%	12%	-10%
> Cc1cccc(C(C(N)=O)c2ncc(C(F)(F)F)cc2Cl)c1 (stereo unspecified)
 : 12%	0%	6%	1%	-2%	1%	-1%	2%
> O=C(O)CCCCCNCc1ccncc1
 : -1%	-2%	-3%	4%	-7%	17%	-14%	-7%
> Cc1cc(=O)[nH]c(COc2ccccc2)n1
 : 5%	-5%	2%	6%	3%	6%	9%	1%
> COC(=O)c1c(NC(=S)Nc2ccc(F)cc2[N+](=O)[O-])sc2c1CCCCC2
 : 3%	-4%	7%	-1%	-9%	4µM*	-10%	-12%
> C/C(=N\NC(N)=O)c1ccccc1
 : -19%	-1%	-7%	-8%	-5%	?	3%	-6%
> c1ccc2c(NC3C4CC5CC(C4)CC3C5)nc(N3CCOCC3)nc2c1 (stereo unspecified)
 : 2%	0%	24%	21%	-2%	?	-2%	-11%
> CSc1ccccc1C(=O)C1CCCN(Cc2c(C)n(C)n(-c3ccccc3)c2=O)C1 (stereo unspecified)
 : -5%	-4%	-2%	-4%	-1%	2%	0%	-6%
> COC(=O)c1cc2oc3ccccc3c2n1CC(=O)Nc1ccc(C)cc1Cl
 : -10%	-6%	.	.	-1%	.	2%	-6%
> Cc1cccc(C(=O)Oc2csc(=S)n2C(=O)c2cccc(C)c2)c1
 : -15%	-4%	-5%	-7%	13µM*	8.9µM*	-11%	-24%
> COc1ccc(CCNC(=O)C2CCN(c3nn4c(=O)cc(C)nc4s3)CC2)cc1OC
 : -8%	-3%	4%	-5%	?	-8%	-4%	-11%
> COC(=O)Cc1c(C)c2ccc3c(c2oc1=O)CN(Cc1ccc(C)cc1)CO3
 : -10%	10%	.	.	-18%	.	2%	-22%
> Cc1ccc(CNC(=O)c2nnc(Cc3ccc(Cl)cc3)o2)cc1
 : 0%&-3%	-3%&-1%	-1%	6%	-2%&3%	.	8%&2%	-3%&-7%
> Cc1ccc(-n2ncc(C(=O)NCCN3CCN(C)CC3)c2C2CCN(C(=O)OC(C)(C)C)CC2)c(C)c1
 : 0%	-7%	.	.	-5%	.	6%	-8%
> N#Cc1c2c(c(N3CCN(CCO)CC3)n3c1nc1ccccc13)CCCC2
 : -5%	-6%	17%	.	-24%	-4%	-5%	-8%
> COc1cc(S(=O)(=O)NCc2cccnc2)ccc1F
 : -1%	1%	6%	.	-4%	2%	-11%	-1%
> Cc1ccc(/C=N/N2CCN(Cc3ccccc3)CC2)o1
 : -2%	1%	3%	.	?	?	-5%	-7%
> CC#CCN1c2ccccc2[C@]23C[C@@H](C(=O)OC)N(C(=O)CC(C)C)C2=NC(C(=O)OC)=C(C(=O)OC)[C@H]13
 : -1%[11.6 µM]	1%[11.2 µM]	0%[17.5 µM]	.	3%[11.5 µM]	2%[13.5 µM]	7%[11.2 µM]	1%[11.6 µM]
> Cc1ccc(Cc2cncc(O)c2)cc1S(=O)(=O)O
 : 3%	-1%	-14%	.	-1%	0%	-7%	4%
> CN(C)c1cccc(C(=O)OCC(=O)Nc2ccccc2Sc2ccccc2)c1
 : 9%	3%	-10%	33%[activator]	0%	?	-18%	-2%
> Cc1ccc(S(=O)(=O)N2CCN(S(=O)(=O)c3ccc(C)cc3)C3OCCOC32)cc1 (stereo unspecified)
 : 6%	2%	3%	-7%	-1%	-13%	-3%	1%

Look-ups from the entries so far.
Value for `Nc1c(Cl)ncnc1N/N=C/c1ccncc1` under TexasRed fluor: -3%
Value for `COc1ccc(CCNC(=O)C2CCN(c3nn4c(=O)cc(C)nc4s3)CC2)cc1OC` under aGal spleen mod: 4%

Continuation.
The line under a structure holds: Tau fibril FP	TexasRed fluor	aGal spleen mod	L3MBTL1 block	Tau ThT inhib	ALDH1A1 inh	TRb-SRC2 inh	Tau fluor counter
> Cc1cc(N)nc(C)c1C#N
 : 3%	-2%	0%	25%	-1%	11%	-4%	2%
> CC1CCN(S(=O)(=O)c2ccc3c(c2)N(CC(=O)NC(C)C)C(=O)CO3)CC1
 : 3%	-2%	.	.	2%	.	3%	4%
> CCOc1ccc(C(=S)N2CCCC2)cc1OC
 : 2%	2%	-5%	1%	-2%	-8%	1%	0%
> Cc1cc(C(=O)Nc2nccs2)c2cc(F)ccc2n1
 : -2%[0.0958 µM]	-1%	-3%	.	.	.	6%	0%[0.0958 µM]
> COc1cccc(C2=NOC(C(=O)Nc3cccc(C(C)=O)c3)C2)c1 (stereo unspecified)
 : 3%	0%	-1%	27%	-2%	4µM*	-21%	-9%
> CC(C(=O)N1CCN(C=O)CC1)N1C(=O)c2ccccc2C1=O (stereo unspecified)
 : 12%	1%	-7%	5%	-2%	7%	-12%	6%
> Cc1ccc(S(=O)(=O)N/N=C\c2ccc(C)o2)cc1
 : 0%	0%	-11%	?	-10%	-9%	6%	-2%
> CC(=O)NC(c1ccco1)c1ccc2cccnc2c1O (stereo unspecified)
 : 1%	-2%	3%	?	-16%	-2%	5%	-10%
> O=C(COc1ccc(Br)cc1)N1CCN(c2ccccc2)CC1
 : 1%	0%	1%	.	?	-5%	3%	-14%
> Cc1noc(C)c1COc1ccc(C(=O)Nc2ccccc2)cc1
 : 7%	-1%	5%	.	1%	13%	-3%	0%
> Cc1ccc(-c2cccc(OC(=O)c3ccccc3F)c2)cc1
 : -6%	-5%	-11%	0%	?	5%	1%	-8%
> O=C(Cc1ccc([N+](=O)[O-])cc1)N1CCCCCC1
 : 7%	-1%	0%	.	-14%	-1%	-3%	-12%
> CC(=O)NCCNC(=O)CCCn1c(=O)[nH]c2ccsc2c1=O
 : ?	-2%	.	.	-5%	.	-2%	-14%
> Cc1nn(Cc2c(F)c(F)c(F)c(F)c2F)c(C)c1NC(=O)c1ccc(COc2ccc(Cl)cc2Cl)o1
 : 12%	-1%	-7%	6%	?	-20%	2%	-27%
> Oc1ccc(/C=N/n2c(-c3ccco3)csc2=Nc2cccnc2)c(O)c1
 : -2%	-4%	-2%	-8%	?	-5%	-5%	?
> CN(Cc1cc2ccccc2[nH]c1=O)C(=O)COc1ccccc1
 : -1%	-5%	3%	-6%	-9%	.	3%	-15%
> COc1ccccc1OCc1nc2ccccc2s1
 : -4%	3%	3%	.	?	-6%	-17%	-16%
> COc1ccc(N2C(=O)CCC(C(C)=O)=C2C)cc1
 : 7%	1%	6%	5%	1%	-5%	-11%	6%
> CCCC1Cc2c(sc(N)c2C#N)CO1 (stereo unspecified)
 : 7%	0%	-2%	-15%	-17%	?	-5%	-13%
> O=C(Nc1cc(C(=O)N2CCCC2)ccc1N1CCCC1)C1CC1
 : -6%	-2%	3%	7%	-13%	-3%	-10%	-6%
> CCSc1ncc(/C=N/Nc2ccccc2)n1C
 : ?	-4%	5%	-1%	4.5µM*	?	-4%	?
> COc1ccccc1N1CCN(C(=O)c2cc(-c3ccc(C)cc3)on2)CC1
 : 11%	1%	5%	.	?	-13%	4%	-15%
> Cc1ccc(CSCCNC(=O)CSCc2ccc([N+](=O)[O-])cc2)cc1
 : 2%	-2%	11%	-1%	?	1%	3%	?
> Cc1cccc(C(=O)NC(=S)N2CCc3ccccc3C2)c1
 : 5%	-1%	11%	-3%	-10%	?	-3%	-7%
> Cn1c(=O)c(=O)n(C)c2cc(S(=O)(=O)N3CCCCCC3)ccc21
 : -5%	1%	3%	-10%	-15%	2%	-7%	-11%
> O=[N+]([O-])c1ccc(O)c(C2=NNC(c3ccccc3F)C2)c1 (stereo unspecified)
 : 6%	-4%	3%	-11%	16µM*	.	6%	-26%
> CCCCN1C(=O)C2C3C=CC(C2C1=O)C1C2C(=O)N(CCCC)C(=O)C2C31 (stereo unspecified)
 : 13%	2%	3%	-5%	2%	6%	-4%	-4%
> Cc1ccc(C(=O)N/N=C2\CCSC2)cc1[N+](=O)[O-]
 : 3%	-1%	-1%	0%	?	13µM*	-3%	-10%
> N=C1/C(=C\c2ccc(SCc3ccccc3)o2)C(=O)N=C2SC=NN12
 : ?	-2%	-1%	.	8.9µM*	7%	5%	-19%
